# ABHD5 PLIN5 PPI: inhibitors of human ABHD5-perilipin-5 interaction; inhibition, % at 4 µM; Split G. princeps luciferase complementation, luminescence, 4 h; Q00G26+Q8WTS1; 360,000 compounds, 0.78% hits;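 active = inhibition above the mean inhibition across every tested compound plus 3 SD, cut at about 22% in these data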;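 also: 0% = DMSO only wells and the 100% control is not disclosed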
# SRC3 inh: inhibits human SRC3 coactivator | 360,000 compounds, 0.17% hits | inhibition, % at 3.6 µM | Q9Y6Q9 | HEK293 GAL4-SRC3 luciferase reporter, luminescence;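 active = inhibition above a per-campaign cutoff, the mean of all compounds plus 3 SD, cut at about 60% in these data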;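 also: 0% = DMSO-treated cells and 100% = gossypol-treated cells at 36 µM; higher means less SRC3-driven luciferase light from the GAL4 reporter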
# MC4R barr agon: activates human MC4R beta-arrestin recruitment | U2OS MC4R beta-arrestin complementation, luminescence; percent of melanotan II response, DMSO zero | activation, % at 8.9 µM | 360,000 compounds, 0.98% hits | AID 540308;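 active = activation above a per-plate cutoff, the mean activation of sample wells on that plate plus 3 SD, cut at about 8% in these data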
# TLR9-MyD88 inh: TLR9-MyD88 interaction inhibition | 340,000 compounds, 0.21% hits | CHO BLA complementation TLR9-MyD88, CCF4 FRET ratio | Q9NR96+Q99836 | AID 504734 | inhibition, % at 4.98 µM;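 active = inhibition above the mean over all tested compounds plus 3 SD, cut at about 21% in these data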;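 also: 0% = DMSO only wells and 100% = clavulanate BLA inhibitor control wells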
# COUP-TFII inh: NR2F2 (human) inhibition, primary screen; P24468; inhibition, % at 8.6 µM; 370,000 compounds, 0.7% hits; HEK293T NGFI-A luciferase reporter, luminescence;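 active = inhibition above a per-plate cutoff, mean inhibition of test wells between control levels plus 3 SD, cut at about 38% in these data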;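 also: cells cotransfected with COUP-TFII expression vector driving the NGFI-A reporter; 0% = median of COUP-TF2 test wells and 100% = reporter-only cells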
# SRC2 inh: human SRC2 (NCOA2) inhibition | Q15596 | HEK293 GAL4-SRC2 luciferase reporter, luminescence | inhibition, % at 9 µM | 370,000 compounds, 0.17% hits;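 active = inhibition above the mean inhibition of all tested compounds plus 3 SD, set per campaign, cut at about 52% in these data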;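 also: 0% = DMSO treated cells and 100% = cells given Gossypol at 36 µM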
# LRH-1 inv ag: NR5A2 inverse agonism in reporter assay. HEK293T StAR-luciferase reporter, LRH-1 transfected, 24 h. inhibition, % at 3.6 µM. 360,000 compounds, 0.13% hits. AID 602396;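 active = inhibition above the mean inhibition of all tested compounds plus 3 SD, cut at about 73% in these data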;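 also: 0% = DMSO wells and 100% = reporter-only cells lacking LRH-1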
# Target sequence (O00482 whole entry, looked up): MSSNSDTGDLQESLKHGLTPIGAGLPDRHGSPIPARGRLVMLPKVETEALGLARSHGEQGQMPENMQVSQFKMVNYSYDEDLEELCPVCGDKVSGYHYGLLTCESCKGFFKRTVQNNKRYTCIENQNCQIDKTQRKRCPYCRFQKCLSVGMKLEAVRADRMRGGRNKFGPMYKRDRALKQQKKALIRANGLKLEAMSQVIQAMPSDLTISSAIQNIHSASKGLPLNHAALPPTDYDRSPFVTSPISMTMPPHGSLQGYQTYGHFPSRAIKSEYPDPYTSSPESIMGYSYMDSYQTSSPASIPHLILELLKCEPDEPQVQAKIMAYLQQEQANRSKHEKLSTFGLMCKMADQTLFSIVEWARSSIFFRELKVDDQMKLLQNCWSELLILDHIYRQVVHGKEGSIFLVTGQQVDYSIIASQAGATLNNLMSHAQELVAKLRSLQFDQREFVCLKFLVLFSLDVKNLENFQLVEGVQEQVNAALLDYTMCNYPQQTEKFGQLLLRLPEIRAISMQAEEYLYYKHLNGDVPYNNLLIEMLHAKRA
# SRC1 inh: human NCOA1 inhibition; HEK293 GAL4-SRC1 luciferase reporter, luminescence; 360,000 compounds, 0.12% hits; inhibition, % at 3.6 µM;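 active = inhibition above the campaign mean plus 3 SD, with each screening campaign given its own cutoff, cut at about 60% in these data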;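 also: 0% = DMSO treated cells and 100% = gossypol at 36 µM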
# MC4R antagonist: antagonists of human melanocortin 4 receptor (MC4R). 360,000 compounds, 0.48% hits. MC4R-expressing cells, MTII-stimulated cAMP, LANCE TR-FRET. inhibition, % at 6.5 µM. P32245;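 active = inhibition above its plate's cutoff, the mean of tested wells on that plate plus 3 SD, cut at about 29% in these data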;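 also: 0% = Melanotan II alone and 100% = Melanotan II plus saturating MCL0020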
#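 Assay system: U2OS-MC4R stable cell line; Also added: Melanotan II; Technique: Eu-cAMP/anti-cAMP TR-FRET, emission 671 nm; Times: 30-min compound, 1-h challenge, 1-h detection, room temperature.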
# NOD2-RIPK2 inh: blocks binding of human NOD2 to RIPK2; CHO BLA complementation NOD2-RIPK2, CCF4 ratio; AID 624267; inhibition, % at 4.98 µM; 360,000 compounds, 0.38% hits; in the data active = inhibition above about 21%;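 also: 0% = vehicle only and 100% = reference blocker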
# Target sequence (O43353 whole entry, looked up): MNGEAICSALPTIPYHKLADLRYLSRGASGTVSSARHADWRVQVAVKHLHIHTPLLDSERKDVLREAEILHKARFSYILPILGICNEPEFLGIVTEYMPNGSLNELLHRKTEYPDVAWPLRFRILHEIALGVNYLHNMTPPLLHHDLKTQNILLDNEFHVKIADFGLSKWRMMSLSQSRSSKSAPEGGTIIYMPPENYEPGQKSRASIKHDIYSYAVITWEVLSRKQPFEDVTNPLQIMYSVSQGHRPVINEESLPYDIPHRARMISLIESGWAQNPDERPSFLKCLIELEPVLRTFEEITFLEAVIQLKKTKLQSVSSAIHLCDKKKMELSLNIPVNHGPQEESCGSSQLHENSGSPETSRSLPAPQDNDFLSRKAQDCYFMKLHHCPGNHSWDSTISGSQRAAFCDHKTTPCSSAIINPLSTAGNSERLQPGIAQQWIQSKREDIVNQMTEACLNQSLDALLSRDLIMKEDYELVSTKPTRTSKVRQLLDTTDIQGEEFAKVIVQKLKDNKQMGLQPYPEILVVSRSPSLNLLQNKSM
# EBV LMP1 NFkB: Epstein-Barr LMP1 NF-kappaB reporter inhibition; LMP1-induced NF-kappaB luciferase reporter cells, luminescence; inhibition, % at 12.5 µM; 350,000 compounds, 0.69% hits; in the data active = inhibition above about 41%;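 also: 0% = neutral control wells and 100% = reference inhibitor control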
# The depositor's hits bear a star; / = no result given. These rows are one share of the data. The share of hits here may be higher or lower than overall.
nr	ABHD5 PLIN5 PPI	SRC3 inh	MC4R barr agon	TLR9-MyD88 inh	compound	COUP-TFII inh	SRC2 inh	LRH-1 inv ag	SRC1 inh	MC4R antagonist	NOD2-RIPK2 inh	EBV LMP1 NFkB
1	-1	5	0.7	-9	Nc1ccc2sc(N)nc2c1	-1	-49	-17	-9	8	-2	-10
2	9	87*	1.9	-7	OCCCNc1cc(-c2ccnc(Nc3cccc(Cl)c3)n2)ccn1	60*	65*	96*	86*	-6	4	89*
3	-9	-54	0.2	-6	CCOC(=O)c1c(C)[nH]c(C(=O)COC(=O)C2(C)CC2(Cl)Cl)c1C (stereo not given)	-45	-75	-53	-60	9	-3	-23
4	3	-27	-1.8	/	CCNC(=O)N(C)c1c(CC)nc2ccc(C(=O)N3CCN(C(C)=O)CC3)cn12	11	-18	4	-7	10	-2	/
5	9	-9	-4.1	-1	CCN1C(=O)/C(=C2/C=Cc3ccccc3N2CC)SC1=S	0	8	0	1	6	10	1
6	12	10	-0.3	9	CC(C)c1nc(SCC(=O)NCc2ccccc2)n[nH]1	-12	-9	9	5	1	-8	4
7	-1	13	-0.8	-15	Cc1ccc(OCCn2ccnc2)c([N+](=O)[O-])c1	-7	25	4	11	3	-3	3
8	0	/	/	/	CCCCCCn1cc(CN2CC(N(C)CCC)CS2(=O)=O)nn1 (stereo not given)	-2	3	4	/	/	-11	/
9	-8	0	0.7	-6	C=CCn1c(CCNC(=O)c2cccs2)nnc1SCC(=O)c1cccc([N+](=O)[O-])c1	10	2	-6	-10	3	-5	-11
10	2	-12	0.3	-6	CC1CN(CCOc2ccccc2C(C)C)CC(C)O1 (stereo not given)	-18	1	-6	12	-1	-6	6
11	2	22	-2.4	-1	Cc1cc(-c2n[nH]c(=S)n2Cc2ccccc2)cs1	14	-6	12	-4	2	-6	1
12	5	6	0.3	4	CCOC(=O)C1=C(C)NC(C)=C(C(=O)OCC)C1C(=O)OCC(N)=O	-14	-5	-11	11	4	-1	8

# Entries by screen from the list:
# EBV LMP1 NFkB, entries 2–11, in order: 89*, -23, /, 1, 4, 3, /, -11, 6, 1
# ABHD5 PLIN5 PPI, entries 2–11, in order: 9, -9, 3, 9, 12, -1, 0, -8, 2, 2
# COUP-TFII inh, entries 2–11, in order: 60*, -45, 11, 0, -12, -7, -2, 10, -18, 14

# (listing goes on)
nr	ABHD5 PLIN5 PPI	SRC3 inh	MC4R barr agon	TLR9-MyD88 inh	compound	COUP-TFII inh	SRC2 inh	LRH-1 inv ag	SRC1 inh	MC4R antagonist	NOD2-RIPK2 inh	EBV LMP1 NFkB
13	-4	2	2.3	-7	CCOC(=O)N1CCN(C(=O)CNS(=O)(=O)c2c(C)cc(C)cc2C)CC1	-4	-12	9	14	2	-7	3
14	-3	4	8.8*	1	CCOC(=O)N/N=C/c1cn(Cc2ccc(Cl)cc2)c2ccccc12	-9	9	11	-13	-5	-4	16
15	0	11	-1.9	/	CCCNC(=O)C1(C)CCN1C(=O)Cc1ccc(C(C)(C)C)cc1 (stereo not given)	-7	0	1	-1	9	-7	/
16	2	42	0.2	-2	CCn1c(=O)c2c(cnn2C)c2ccccc21	23	46	-8	56	5	-8	47*
17	0	0	1.3	-1	CC(C)NC(=O)CC1Nc2c3ccccc3nc(=S)n2C1=O (stereo not given)	-7	-21	6	-15	11	-3	-1
18	-9	-2	-0.2	-2	COc1cc(C(=O)NC(=S)NCc2ccncc2)cc(OC)c1OC	-12	-12	4	12	2	-5	-4
19	0	11	-0.7	2	Cc1nc2ccc(NS(=O)(=O)c3ccc(F)cc3F)cc2s1	12	2	-13	-1	-6	6	4
20	5	7	-1.8	1	C=C1CCC[C@]2(C)C[C@H]3OC(=O)C(CN4CCOCC4)[C@H]3C[C@@H]12 (stereo not given in full)	20	-1	-20	-12	-1	0	19
21	7	-7	-1.7	/	COc1cc(CN2C[C@@H](CO)O[C@@H](n3cnc4c(N(C)C)ncnc43)C2)cc(OC)c1OC	6	-22	7	4	1	8	/
22	1	-43	-3.9	-8	O=C(CSc1ccc(-c2ccc(Cl)cc2)nn1)NC1CCCC1	9	17	-5	-4	7	2	-7
23	8	-6	-1.1	0	Cc1cc2c(cc1C)NC(c1ccccn1)C1=C(CC(C)(C)CC1=O)N2 (stereo not given)	-17	-32	-5	-27	0	1	0
24	-1	13	2.5	2	Cc1cc(C)c(NC(=O)/C(C#N)=C/c2ccc(OCc3ccc(F)cc3)cc2)c(C)c1	-10	-19	2	-15	20	-4	7

# Copied from the list.
# LRH-1 inv ag with Cc1ccc(OCCn2ccnc2)c([N+](=O)[O-])c1 is entered as 4
# EBV LMP1 NFkB with CCOC(=O)N/N=C/c1cn(Cc2ccc(Cl)cc2)c2ccccc12 is entered as 16

# New compounds follow.
nr	ABHD5 PLIN5 PPI	SRC3 inh	MC4R barr agon	TLR9-MyD88 inh	compound	COUP-TFII inh	SRC2 inh	LRH-1 inv ag	SRC1 inh	MC4R antagonist	NOD2-RIPK2 inh	EBV LMP1 NFkB
25	8	6	1.8	-3	CCOc1ccc(-c2nn(-c3ccccc3)cc2/C=C2\SC(N)=NC2=O)cc1C	4	15	-6	11	4	-9	-17
26	-1	-4	0.1	-6	C=CCNC(=O)NC(=O)COC(=O)COc1ccc(Br)cc1F	-8	-30	-2	3	3	-9	-4
27	4	13	-2.0	6	CCCCOc1ccc(C(=O)NCC(=O)NC2CC2)cc1	-6	-14	-10	1	13	-2	0
28	4	5	-1.1	-7	O=C(Nc1cccc(NC(=O)c2ccccc2Cl)c1)c1ccc(F)cc1	-7	-57	-3	-4	-1	-8	6
29	-3	4	-2.2	3	COCCNc1nnc(SCC(=O)Nc2nnc(-c3ccccc3)o2)s1	-11	-14	-9	-14	13	2	-8
30	-7	-2	0.9	-12	Cc1cc(S(=O)(=O)NCc2ccccc2)ccc1OCC(=O)NCc1ccncc1	1	-18	-12	0	2	-2	3
31	-5	18	-1.4	2	COc1cccc(N2CCN(c3ccc4nnc(CCC(=O)Nc5ccc(OC)c(OC)c5)n4n3)CC2)c1	1	-13	2	-4	0	-7	1
32	4	14	0.5	-6	CC(Oc1ccc(Br)cc1)C(=O)NNC(=O)CCN1CCN(c2ccccc2)CC1 (stereo not given)	11	-2	-10	5	0	-7	4
33	0	8	-0.3	5	Cc1cc(C(=O)NNC(=O)c2ccc(S(=O)(=O)N(C)C)cc2)c(C)o1	-5	2	-20	-4	-3	-18	-10
34	-5	-17	-1.4	0	COc1ccc(CCNC(=O)c2cc3c(=O)n4cccc(C)c4nc3n(CC3CCCO3)c2=N)cc1 (stereo not given)	-15	-12	6	7	1	-1	6
35	6	1	0.1	2	NS(=O)(=O)c1ccc(CCNC(=O)/C=C/c2ccc(S(=O)(=O)N3CCOCC3)cc2)cc1	4	10	5	-7	11	-4	5
36	2	10	-2.1	-16	COC(=O)c1ccc(C(=O)OC)c(NC(=S)N2CCN(c3ccccc3F)CC2)c1	14	-30	-9	16	-10	-5	10

nr	ABHD5 PLIN5 PPI	SRC3 inh	MC4R barr agon	TLR9-MyD88 inh	compound	COUP-TFII inh	SRC2 inh	LRH-1 inv ag	SRC1 inh	MC4R antagonist	NOD2-RIPK2 inh	EBV LMP1 NFkB
37	-3	11	-0.4	-4	CCOC(=O)C1(C(=O)OCC)C(c2ccccc2)CC(O)N1C(C)=O (stereo not given)	5	-8	-7	-29	4	3	-9
38	3	-31	-0.1	-7	Cc1cccc(C(=O)Nc2ccc(Oc3cnccn3)cc2)c1	-7	-56	-43	-68	3	-13	/
39	2	3	-1.9	-10	O=C(CSc1nc2c(c(=O)n1-c1ccc(F)cc1)SCC2)Nc1ccc2c(c1)OCO2	-6	-43	-5	-11	-8	-10	0
40	-7	-10	-4.6	-15	COc1ccc(NC(=O)CCNC(=O)C2CCN(S(=O)(=O)c3ccc(F)cc3)CC2)cc1OC	8	15	12	15	11	-9	-3
41	-1	-7	-2.5	-7	Cc1ccc(S(=O)(=O)N(CC(=O)N2CCOCC2)c2ccc(Br)cc2)cc1	-6	-28	10	-9	-1	1	-1
42	25*	9	0.1	3	CCOc1cc(CNCCCN2CCOCC2)cc(Br)c1OCC(=O)Nc1cccc(C(F)(F)F)c1	4	6	5	-6	8	6	-45
43	-2	-23	-0.9	9	Cc1ccc(NC(=S)NCc2ccccc2)cc1[N+](=O)[O-]	0	-33	14	-16	-2	-7	-14
44	4	-2	0.9	4	COc1ccc(N(CC(=O)N2CC=C(c3ccccc3)CC2)S(=O)(=O)c2c(C)noc2C)cc1	-13	-4	3	-10	6	5	-1
45	2	8	-1.0	-4	NC(=O)[C@H]1CC2(CC(c3cccc(NC(=O)[C@H]4CCC(=O)N4)c3)=NO2)CN1C(=O)c1ccccc1C(=O)c1ccccc1 (stereo not given in full)	-14	2	10	-1	3	3	1
46	19	-3	3.1	5	O=C(NCC1CCCO1)C(c1ccc(F)cc1)N(C(=O)Cn1nnc(-c2ccc(F)cc2)n1)c1cccc(O)c1 (stereo not given)	11	-22	10	15	0	-13	-1
47	2	-3	-2.2	-4	CCOc1ccc(N(CC(=O)Nc2ccccc2OCC)S(=O)(=O)c2c(C)noc2C)cc1	-26	1	21	-14	-15	-5	9
48	-3	6	/	/	Cc1cc(Br)cn2c(Cc3ccsc3)c(-c3ccc(F)cc3)nc12	5	4	18	26	/	-3	/
49	0	-52	0.0	0	COc1ccc2oc(=Nc3cc(F)ccc3F)c(C(N)=O)cc2c1	-30	-4	0	-54	15	-2	-6
50	0	3	0.9	1	CC[C@@H](C)C(NC(=O)OC(C)(C)C)c1cn([C@@H](CCCCNC(=O)OC(C)(C)C)C(=O)N2CCN(C(=O)OC(C)(C)C)CC2)nn1 (stereo not given in full)	7	-7	10	-17	12	0	-1

# Whole records from above. Values in the order: ABHD5 PLIN5 PPI, SRC3 inh, MC4R barr agon, TLR9-MyD88 inh, COUP-TFII inh, SRC2 inh, LRH-1 inv ag, SRC1 inh, MC4R antagonist, NOD2-RIPK2 inh, EBV LMP1 NFkB
# Record of Cc1ccc(S(=O)(=O)N(CC(=O)N2CCOCC2)c2ccc(Br)cc2)cc1 : -1, -7, -2.5, -7, -6, -28, 10, -9, -1, 1, -1
# Record of Cc1cc(Br)cn2c(Cc3ccsc3)c(-c3ccc(F)cc3)nc12 : -3, 6, /, /, 5, 4, 18, 26, /, -3, /

# Compound activity: PubChem BioAssay, several laboratories
